NSD2 block: inhibitors of human NSD2, primary screen, biochemical, plate reader, single point; Histone-lysine N-methyltransferase NSD2 (Homo sapiens), O96028; NSD2-SET H3K36me1 DELFIA fluorescence; inhibition, % at 12.5 µM; 44,000 tested, 0.07% active; in the data active = inhibition above about 54%, passing the limit was not always enough; inconclusive = no clear call, values can overlap the other calls;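 also: inhibitors reduce the monomethyl H3K36 fluorescence signal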
Target sequence (O96028 whole entry, looked up): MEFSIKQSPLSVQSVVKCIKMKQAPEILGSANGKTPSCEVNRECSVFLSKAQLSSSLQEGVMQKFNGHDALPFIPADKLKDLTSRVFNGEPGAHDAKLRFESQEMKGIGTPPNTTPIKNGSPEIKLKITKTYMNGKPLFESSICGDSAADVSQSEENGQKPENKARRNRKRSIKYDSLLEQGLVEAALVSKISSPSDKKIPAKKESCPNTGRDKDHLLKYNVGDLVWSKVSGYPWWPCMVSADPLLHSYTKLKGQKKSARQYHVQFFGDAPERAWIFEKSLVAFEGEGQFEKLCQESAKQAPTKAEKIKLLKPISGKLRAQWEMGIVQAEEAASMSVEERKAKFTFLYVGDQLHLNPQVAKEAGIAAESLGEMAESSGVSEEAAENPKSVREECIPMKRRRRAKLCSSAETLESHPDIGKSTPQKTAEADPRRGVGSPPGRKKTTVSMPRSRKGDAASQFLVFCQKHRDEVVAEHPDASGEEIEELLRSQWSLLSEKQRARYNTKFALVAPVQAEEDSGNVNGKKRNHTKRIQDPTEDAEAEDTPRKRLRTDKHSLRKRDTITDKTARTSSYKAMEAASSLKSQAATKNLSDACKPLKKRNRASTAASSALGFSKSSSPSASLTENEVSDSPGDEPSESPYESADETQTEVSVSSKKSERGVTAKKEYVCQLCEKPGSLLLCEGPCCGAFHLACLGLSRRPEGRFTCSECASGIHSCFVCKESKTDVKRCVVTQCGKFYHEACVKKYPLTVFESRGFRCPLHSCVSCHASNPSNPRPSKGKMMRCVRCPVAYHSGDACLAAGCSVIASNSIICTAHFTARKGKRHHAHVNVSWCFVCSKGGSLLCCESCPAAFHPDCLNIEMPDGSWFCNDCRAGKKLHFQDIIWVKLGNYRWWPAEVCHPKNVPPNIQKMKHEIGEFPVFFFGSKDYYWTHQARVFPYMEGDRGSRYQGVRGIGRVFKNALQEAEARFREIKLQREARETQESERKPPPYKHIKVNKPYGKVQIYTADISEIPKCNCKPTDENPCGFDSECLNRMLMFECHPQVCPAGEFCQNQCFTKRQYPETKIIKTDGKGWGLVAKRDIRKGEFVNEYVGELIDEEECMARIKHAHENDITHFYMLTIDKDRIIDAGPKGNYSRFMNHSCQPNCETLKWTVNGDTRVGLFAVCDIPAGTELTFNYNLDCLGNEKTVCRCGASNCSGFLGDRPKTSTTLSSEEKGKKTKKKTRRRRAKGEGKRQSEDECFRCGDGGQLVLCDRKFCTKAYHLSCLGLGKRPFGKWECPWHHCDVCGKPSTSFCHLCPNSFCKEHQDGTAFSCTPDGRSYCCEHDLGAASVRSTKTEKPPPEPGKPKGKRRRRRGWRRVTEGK
The depositor's hits bear a star. Some of the compounds tested; the hit share may differ from the screen's.

What do the screens show for `Cc1ccc(S(=O)(=O)N(C)C[C@@H]2Oc3c(NC(=O)C4CC4)cccc3C(=O)N([C@H](C)CO)C[C@H]2C)cc1`?
NSD2 block: 1.7

What do the screens show for `O=C(C1=C[C@@H](C2CCCCC2)C[C@@H](OCc2ccc(CO)cc2)O1)N1CCOCC1`?
NSD2 block: -0.2

What do the screens show for `C[C@@H]1CN([C@@H](C)CO)C(=O)c2cc(NS(C)(=O)=O)ccc2O[C@@H](C)CCCCO[C@H]1CN(C)Cc1ccc(C(F)(F)F)cc1`?
NSD2 block: -7.6

How did O=C(NO)c1cccc(C(=O)N/N=C/c2ccc(OCCO)cc2)c1 do in these assays?
NSD2 block: 1.2

Results for CC(C)CC#Cc1ccc2c(c1)O[C@@H](CN(C)C(=O)C1CCC1)[C@H](C)CN([C@@H](C)CO)S2(=O)=O ?
NSD2 block: -6.4

Results for C[C@@H]1CN([C@@H](C)CO)C(=O)c2cc(N(C)C)ccc2O[C@@H]1CN(C)C ?
NSD2 block: 4.9

How did C[C@@H]1CN([C@@H](C)CO)C(=O)c2cc(C#CCC3CCCC3)cnc2O[C@H]1CN(C)C(=O)c1cnccn1 do in these assays?
NSD2 block: 2.7

What do the screens show for `CC(C)CC#Cc1cnc2c(c1)C(=O)N([C@H](C)CO)C[C@H](C)[C@H](CN(C)Cc1ccc(F)cc1)O2`?
NSD2 block: -2.4

How did C[C@@H]1CN([C@H](C)CO)C(=O)Cc2cc(NS(C)(=O)=O)ccc2O[C@H]1CN(C)S(=O)(=O)c1ccc(F)cc1 do in these assays?
NSD2 block: 1.7

Results for COc1cc(/C=N/NC(=O)c2ccccc2O)cc(OC)c1OC ?
NSD2 block: 1.1

Random excerpt: 4 compounds from above.
Results for CC(C)CC#Cc1ccc2c(c1)O[C@@H](CN(C)C(=O)C1CCC1)[C@H](C)CN([C@@H](C)CO)S2(=O)=O ?
NSD2 block: -6.4

What do the screens show for `O=C(C1=C[C@@H](C2CCCCC2)C[C@@H](OCc2ccc(CO)cc2)O1)N1CCOCC1`?
NSD2 block: -0.2

What do the screens show for `Cc1ccc(S(=O)(=O)N(C)C[C@@H]2Oc3c(NC(=O)C4CC4)cccc3C(=O)N([C@H](C)CO)C[C@H]2C)cc1`?
NSD2 block: 1.7

What do the screens show for `C[C@@H]1CN([C@@H](C)CO)C(=O)c2cc(NS(C)(=O)=O)ccc2O[C@@H](C)CCCCO[C@H]1CN(C)Cc1ccc(C(F)(F)F)cc1`?
NSD2 block: -7.6

(more compounds)
Results for Cc1noc(C)c1S(=O)(=O)Nc1cccc2c1O[C@H](CN(C)Cc1ccc(Cl)c(Cl)c1)[C@H](C)CN([C@H](C)CO)C2=O ?
NSD2 block: -3.3

Results for Cc1ccccc1-c1ccc2c(c1)O[C@@H](CN(C)C(=O)C1CC1)[C@H](C)CN([C@H](C)CO)S2(=O)=O ?
NSD2 block: 9.9

Results for C[C@@H]1CN([C@H](C)CO)S(=O)(=O)c2ccc(C#CC3CC3)cc2O[C@H]1CN(C)Cc1cccc(F)c1 ?
NSD2 block: 7.3

How did CCOC(=O)O[C@]1(C(=O)COC(=O)CC)CC[C@H]2[C@@H]3CCC4=CC(=O)C=C[C@]4(C)[C@H]3[C@@H](O)C[C@@]21C do in these assays?
NSD2 block: 0.1

Results for C[C@@H]1CN([C@@H](C)CO)C(=O)Cc2cc(NC(=O)Cc3cn(C)c4ccccc34)ccc2O[C@@H]1CN(C)C ?
NSD2 block: 1.9

How did Cc1ccc(S(=O)(=O)N(C)C[C@@H]2OCCCC[C@H](C)Oc3ccc(NC(=O)Nc4ccccc4)cc3C(=O)N([C@@H](C)CO)C[C@@H]2C)cc1 do in these assays?
NSD2 block: 3.5

What do the screens show for `C[C@H]1CN([C@@H](C)CO)C(=O)Cc2cc(NC(=O)NC3CCCCC3)ccc2O[C@H]1CN(C)C(=O)Nc1cccc2ccccc12`?
NSD2 block: 1.0

How did C[C@@H]1CN([C@H](C)CO)C(=O)Cc2cc(NS(C)(=O)=O)ccc2O[C@H]1CN(C)C(=O)Nc1ccccc1 do in these assays?
NSD2 block: 1.9

How did C=C[C@]1(C)C[C@H](O)[C@H]2C(=C)C(=O)O[C@@H]2[C@H]1C(=C)CO do in these assays?
NSD2 block: -2.6

What do the screens show for `C[C@H]1CN([C@@H](C)CO)C(=O)Cc2cc(NS(=O)(=O)c3ccc(Cl)cc3)ccc2O[C@H]1CN(C)S(=O)(=O)c1cn(C)cn1`?
NSD2 block: 2.6

The list goes on, starting with the last 5 of the part before.
How did Cc1ccc(S(=O)(=O)N(C)C[C@@H]2OCCCC[C@H](C)Oc3ccc(NC(=O)Nc4ccccc4)cc3C(=O)N([C@@H](C)CO)C[C@@H]2C)cc1 do in these assays?
NSD2 block: 3.5

What do the screens show for `C[C@H]1CN([C@@H](C)CO)C(=O)Cc2cc(NC(=O)NC3CCCCC3)ccc2O[C@H]1CN(C)C(=O)Nc1cccc2ccccc12`?
NSD2 block: 1.0

How did C[C@@H]1CN([C@H](C)CO)C(=O)Cc2cc(NS(C)(=O)=O)ccc2O[C@H]1CN(C)C(=O)Nc1ccccc1 do in these assays?
NSD2 block: 1.9

How did C=C[C@]1(C)C[C@H](O)[C@H]2C(=C)C(=O)O[C@@H]2[C@H]1C(=C)CO do in these assays?
NSD2 block: -2.6

What do the screens show for `C[C@H]1CN([C@@H](C)CO)C(=O)Cc2cc(NS(=O)(=O)c3ccc(Cl)cc3)ccc2O[C@H]1CN(C)S(=O)(=O)c1cn(C)cn1`?
NSD2 block: 2.6

What do the screens show for `C[C@H](CO)N1C[C@H](C)[C@H](CN(C)Cc2ccc(F)cc2)Oc2cc(C#CC(C)(C)O)ccc2S1(=O)=O`?
NSD2 block: 16.0

How did C[C@@H]1CN([C@H](C)CO)C(=O)Cc2cc(NC(=O)CCCN(C)C)ccc2O[C@@H]1CN(C)S(=O)(=O)c1ccc(F)cc1 do in these assays?
NSD2 block: 7.6

Results for C[C@@H]1CN([C@@H](C)CO)C(=O)Cc2cc(NC(=O)Cc3ccccc3)ccc2O[C@@H]1CN(C)C(=O)Nc1ccc(F)cc1 ?
NSD2 block: 6.4

Results for O=C(C[C@H]1C=C[C@@H](NC(=O)CCN2CCCCC2)[C@H](CO)O1)NCc1ccc(Cl)c(Cl)c1 ?
NSD2 block: -8.4

How did C[C@@H]1CCCCO[C@@H](CN(C)C)[C@H](C)CN([C@@H](C)CO)C(=O)c2cc(NS(=O)(=O)c3ccc(Cl)cc3)ccc2O1 do in these assays?
NSD2 block: -0.1

What do the screens show for `CC(C)CC#Cc1ccc2c(c1)O[C@H](CN(C)Cc1cncnc1)[C@@H](C)CN([C@H](C)CO)S2(=O)=O`?
NSD2 block: 1.0

What do the screens show for `C[C@H]1CN([C@@H](C)CO)C(=O)c2cc(NC(=O)Nc3ccccc3)ccc2O[C@H]1CN(C)Cc1ccc(C(=O)O)cc1`?
NSD2 block: -0.6

How did C[C@H]1CN([C@@H](C)CO)C(=O)c2cc(NC(=O)CCC(F)(F)F)ccc2O[C@@H]1CN(C)Cc1ccc(-c2ccccc2)cc1 do in these assays?
NSD2 block: -4.4

Results for C[C@H](CO)N1C[C@H](C)[C@@H](CN(C)C(=O)Nc2cccc(Oc3ccccn3)c2)OCc2cn(nn2)CCCC1=O ?
NSD2 block: 14.0

Results for C/C=C/c1cnc2c(c1)C(=O)N([C@H](C)CO)C[C@@H](C)[C@@H](CN(C)Cc1ccncc1)O2 ?
NSD2 block: -14.9

What do the screens show for `CC(C)NC(=O)Nc1ccc2c(c1)CC(=O)N([C@@H](C)CO)C[C@H](C)[C@@H](CN(C)C(=O)Nc1ccccc1)O2`?
NSD2 block: 5.4

What do the screens show for `CC(C)CC#Cc1ccc2c(c1)O[C@H](CN(C)Cc1ccccn1)[C@@H](C)CN([C@H](C)CO)S2(=O)=O`?
NSD2 block: -3.3

How did O=C1CSC(c2ccccc2)N1c1ccc(-c2ccccc2)cc1 (stereo not drawn) do in these assays?
NSD2 block: -1.8

Results for C[C@@H]1CN([C@H](C)CO)S(=O)(=O)c2ccc(C#Cc3ccccc3)cc2O[C@H]1CN(C)C(=O)CN(C)C ?
NSD2 block: 16.6

How did Cc1ccccc1/C=N/NC(=O)CCCCCC(=O)NO do in these assays?
NSD2 block: -4.5

How did COc1ccc(CN(C)C[C@H]2Oc3ccc(NC(=O)c4ccncc4)cc3CC(=O)N([C@@H](C)CO)C[C@H]2C)cc1 do in these assays?
NSD2 block: 10.1

How did CCCNC(=O)[C@@]1(Sc2ccc(C)cc2)CC(=O)N(C2CCCCC2)[C@@H]1c1ccc(CO)cc1I do in these assays?
NSD2 block: 7.1

What do the screens show for `CC(=O)N(C)C[C@H]1Oc2ncc(-c3cccnc3)cc2C(=O)N([C@H](C)CO)C[C@H]1C`?
NSD2 block: 3.6

What do the screens show for `C[C@H]1CN([C@@H](C)CO)C(=O)c2cc(NS(=O)(=O)c3cn(C)cn3)ccc2O[C@@H]1CN(C)C(=O)Nc1ccc(C(F)(F)F)cc1`?
NSD2 block: -2.4

What do the screens show for `C[C@H](CO)N1C[C@H](C)[C@@H](CN(C)Cc2ccccc2)Oc2c(NS(=O)(=O)c3ccc(F)cc3)cccc2C1=O`?
NSD2 block: 0.9

What do the screens show for `CNC[C@@H]1Oc2ccc(NC(=O)Nc3ccccc3)cc2CC(=O)N([C@H](C)CO)C[C@@H]1C`?
NSD2 block: inconclusive

What do the screens show for `C[C@H]1CN([C@@H](C)CO)S(=O)(=O)c2ccc(C#CC3(O)CCCC3)cc2O[C@H]1CN(C)C(=O)Nc1ccc(F)cc1`?
NSD2 block: 0.8

Results for Cc1noc(C)c1NC(=O)N(C)C[C@H]1OCCCC[C@H](C)Oc2ccc(NS(C)(=O)=O)cc2C(=O)N([C@H](C)CO)C[C@@H]1C ?
NSD2 block: 2.2

What do the screens show for `Cc1ccc(-c2cnc3c(c2)C(=O)N([C@@H](C)CO)C[C@@H](C)[C@H](CN(C)C(=O)c2cccnc2)O3)cc1`?
NSD2 block: -2.8

Results for COc1ccc(S(=O)(=O)Nc2ccc3c(c2)CC(=O)N([C@@H](C)CO)C[C@@H](C)[C@@H](CN(C)Cc2ccc(C(=O)O)cc2)O3)cc1 ?
NSD2 block: 3.9

How did C[C@H]1CN([C@@H](C)CO)C(=O)Cc2cc(NS(=O)(=O)c3ccc(F)cc3)ccc2O[C@H]1CN(C)Cc1ccc(C(=O)Nc2ccccc2N)cc1 do in these assays?
NSD2 block: -4.6

How did COc1cc2c(cc1OC)CN(C(=O)[C@H]1[C@@H]3C(=O)O[C@@H](c4ccccc4)[C@@H](c4ccccc4)N3[C@@H](c3ccccc3OCCO)[C@]13C(=O)Nc1ccc(C#CC4=CCCCC4)cc13)CC2 do in these assays?
NSD2 block: -0.2

How did Cc1noc(C)c1NC(=O)Nc1ccc2c(c1)CC(=O)N([C@H](C)CO)C[C@@H](C)[C@@H](CN(C)CC1CCCCC1)O2 do in these assays?
NSD2 block: -7.4

How did C[C@@H]1CN([C@H](C)CO)C(=O)c2cc(Br)cnc2O[C@H]1CN(C)C(=O)c1ccccn1 do in these assays?
NSD2 block: 1.3

Results for CC(C)NC(=O)Nc1ccc2c(c1)CC(=O)N([C@H](C)CO)C[C@@H](C)[C@H](CN(C)Cc1ccc(C(F)(F)F)cc1)O2 ?
NSD2 block: -10.7

Results for C[C@@H]1CN([C@H](C)CO)C(=O)c2cccc(NS(C)(=O)=O)c2O[C@@H]1CN(C)S(=O)(=O)c1cn(C)cn1 ?
NSD2 block: 1.1

What do the screens show for `C[C@H]1CN([C@@H](C)CO)C(=O)c2c(c3ccccc3n2C)-c2ccccc2CO[C@H]1CN(C)Cc1cccnc1`?
NSD2 block: -1.3

What do the screens show for `C[C@H](NC(=O)C[C@H]1CC[C@H](NC(=O)CN2CCOCC2)[C@@H](CO)O1)c1ccccc1`?
NSD2 block: -1.9

How did CO[C@H](CN(C)Cc1cc(F)ccc1F)[C@@H](C)CN([C@@H](C)CO)S(=O)(=O)c1ccc(F)cc1 do in these assays?
NSD2 block: 0.7

What do the screens show for `C[C@@H]1CN([C@@H](C)CO)C(=O)c2cc(NC(=O)CCC(F)(F)F)ccc2O[C@@H](C)CCCCO[C@@H]1CN(C)C(=O)Nc1ccccc1`?
NSD2 block: -1.3

How did CC(C)NC(=O)N(C)C[C@@H]1Oc2ncc(C#CC3(O)CCCC3)cc2C(=O)N([C@H](C)CO)C[C@H]1C do in these assays?
NSD2 block: 3.9

How did C[C@@H]1CCCCO[C@H](CN(C)C(=O)c2ccncc2)[C@@H](C)CN([C@H](C)CO)C(=O)c2cc(NC(=O)CCCN(C)C)ccc2O1 do in these assays?
NSD2 block: 10.3

Results for C[C@H]1CN([C@@H](C)CO)C(=O)Cc2cc(NC(=O)Nc3ccc(F)cc3)ccc2O[C@@H]1CN(C)S(=O)(=O)c1ccc(F)cc1 ?
NSD2 block: -7.3

What do the screens show for `C[C@@H]1CN([C@H](C)CO)C(=O)Cc2cc(NS(=O)(=O)c3ccc(Cl)cc3)ccc2O[C@H]1CN(C)Cc1ccc(C(F)(F)F)cc1`?
NSD2 block: -11.2

How did C[C@@H]1O[C@@H](O[C@@H]2[C@@H](O)[C@H](Oc3cc(O)c4c(c3)OC(c3ccc(O)cc3)CC4=O)O[C@H](COC3OCC(O)C(O)C3O)[C@H]2O)[C@H](O)[C@H](O)[C@H]1O (stereo partly drawn) do in these assays?
NSD2 block: 0.3

Results for Cc1noc(C)c1S(=O)(=O)Nc1ccc2c(c1)C(=O)N([C@H](C)CO)C[C@@H](C)[C@H](CN(C)C(=O)NC(C)C)O2 ?
NSD2 block: 4.0

How did Cc1cnnc(/N=C(\N)Nc2ccc(S(=O)(=O)Nc3nc(C)ccc3C)cc2)n1 do in these assays?
NSD2 block: -2.1

Results for C[C@H]1CN([C@@H](C)CO)S(=O)(=O)c2ccc(-c3cccc(C(=O)N(C)C)c3)cc2O[C@@H]1CN(C)Cc1ccc2c(c1)OCO2 ?
NSD2 block: 8.3

How did O=C(C[C@H]1C[C@H]2c3cc(NC(=O)C4CCC4)ccc3O[C@H]2[C@H](CO)O1)NCc1ccccc1 do in these assays?
NSD2 block: -4.5

Results for COC(=O)CCCCCCC(=O)Nc1ccc(C=O)cc1 ?
NSD2 block: -1.9

How did COc1ccc(C(=O)Oc2ccc(C)c3c2C(=O)OC(C)C3)c2c1C(=O)OC(C)C2 (stereo not drawn) do in these assays?
NSD2 block: -4.4
